hgDAF12 agonist: activates the H. glycines DAF-12 receptor ligand-binding domain | HEK293 GAL4-hgDAF12 UAS-luciferase reporter, agonist luminescence; normalized to butyrate control | activation, % at 6.8 µM | 370,000 tested, 1.8% active | AID 687014;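 active = activation above a cutoff set at the mean of all screened compounds plus 3 SD, cut at about 10% in these data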;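 note: 0% = DMSO wells and 100% = sodium butyrate wells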
hcDAF-12 act: activates DAF-12 receptor from parasite H. contortus; AID 652067; HEK293 hcDAF-12 lit1-tk-luc reporter, luminescence; 0% DMSO, 100% Δ7-dafachronic acid; activation, % at 6.8 µM; 370,000 tested, 1.4% active;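 active = activation above the mean of all tested compounds plus 3 SD, cut at about 5.5% in these data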;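 note: 100% = response to 3 µM Δ7-dafachronic acid high control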
NR1D1 modulator: Rev-erb alpha (human) modulation; activity, % at 10 µM; Rev-erbα–FITC-DNA binding, fluorescence polarization, 90 min; 370,000 tested, 0.79% active;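 active = activity above about 14%, limit read from the data; passing the limit was not always enough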;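 note: 0% = DMSO wells with 35 nM protein and 100% = DMSO wells with 750 nM protein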
ADAM17 inh: inhibits human ADAM17; inhibition, % at 6.95 µM; P78536; recombinant ADAM17, EDANS/DABCYL FRET peptide cleavage; 370,000 tested, 0.83% active;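 active = inhibition above the mean of compounds lying between control limits plus 3 SD, set per campaign, cut at about 8.5% in these data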;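 note: 0% = DMSO-only wells as the low control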
Target sequence (P78536 215-824 limits assumed): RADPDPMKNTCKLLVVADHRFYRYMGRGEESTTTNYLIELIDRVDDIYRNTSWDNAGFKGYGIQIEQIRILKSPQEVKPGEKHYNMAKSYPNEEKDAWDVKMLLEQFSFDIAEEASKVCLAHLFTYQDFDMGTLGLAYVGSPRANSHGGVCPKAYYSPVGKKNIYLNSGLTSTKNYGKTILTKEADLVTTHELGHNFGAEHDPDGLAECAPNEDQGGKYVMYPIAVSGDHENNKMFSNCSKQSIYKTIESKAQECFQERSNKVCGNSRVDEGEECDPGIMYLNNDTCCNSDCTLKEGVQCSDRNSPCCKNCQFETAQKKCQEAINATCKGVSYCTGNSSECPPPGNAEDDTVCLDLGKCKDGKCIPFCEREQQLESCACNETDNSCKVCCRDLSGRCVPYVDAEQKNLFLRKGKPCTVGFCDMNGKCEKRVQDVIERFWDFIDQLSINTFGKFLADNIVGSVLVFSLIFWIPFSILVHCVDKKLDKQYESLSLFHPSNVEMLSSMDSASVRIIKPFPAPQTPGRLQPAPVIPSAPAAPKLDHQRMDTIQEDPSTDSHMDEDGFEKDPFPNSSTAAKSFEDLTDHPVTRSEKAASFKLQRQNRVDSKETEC
DAX1 inh-1: inhibits human nuclear receptor DAX1. P51843. HEK293 Gal4-DAX1 luciferase reporter, luminescence. inhibition, % at 6.75 µM. 340,000 tested, 0.99% active. AID 504766;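 active = inhibition above the mean over all tested compounds plus 3 SD, cut at about 4.2% in these data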;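 note: 0% = DAX1-transfected cells with DMSO and 100% = empty-vector control cells with DMSO; inhibition shows as a rise in luminescence from relieved DAX1 repression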
Target sequence (P51843 207-470 limits assumed): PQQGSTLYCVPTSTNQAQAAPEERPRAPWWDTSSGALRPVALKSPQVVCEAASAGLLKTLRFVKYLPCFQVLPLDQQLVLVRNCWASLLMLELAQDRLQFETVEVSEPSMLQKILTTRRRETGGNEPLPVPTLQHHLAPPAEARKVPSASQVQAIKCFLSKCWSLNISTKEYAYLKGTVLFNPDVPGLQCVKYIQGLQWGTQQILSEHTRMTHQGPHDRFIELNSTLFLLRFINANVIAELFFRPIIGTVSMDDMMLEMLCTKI
ssDAF-12 act: activators of S. stercoralis DAF-12 nuclear receptor. activation, % at 6.8 µM. 370,000 tested, 1% active. HEK293 ssDAF-12/GRIP1 lit1-tk-luc reporter, luminescence; % of 3 µM dafachronic acid response;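 active = activation above the mean over all tested compounds plus 3 SD, cut at about 0.9% in these data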;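 note: 0% = DMSO-only wells and 100% = 3 µM delta7-dafachronic acid wells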
MBD2 DNA inh: MBD2-methylated oligo binding inhibition. inhibition, % at 4.4 µM. 370,000 tested, 0.31% active. Q9UBB5. TR-FRET, MBD2 binding to methylated oligonucleotide; in the data active = inhibition above about 13%
PLCb3 inh: inhibitors of human phospholipase C beta3. Q01970. Purified PLC-beta3, fluorogenic substrate, fluorescence. inhibition, % at 12.2 µM. 370,000 tested, 0.18% active; in the data active = inhibition above about 11%;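 note: 0% = median of compound wells on plate and 100% = full blocker control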
SMARCA2 activ: increases SMARCA2 function in MMTV reporter cells. AID 652017. 370,000 tested, 1% active. activation, % at 9.1 µM. MG213 cells, MMTV-luciferase reporter, dexamethasone, overnight; in the data active = activation above about 7.8%;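 note: 0% = vehicle wells and 100% = reference activator wells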
PLC-gamma1 inh: blocks human PLC-gamma1 enzyme activity; P19174; purified PLC-gamma1, fluorogenic substrate, fluorescence; inhibition, % at 12.2 µM; 370,000 tested, 0.84% active; AID 720700; in the data active = inhibition above about 9.5%
DAX1 inh-2: DAX1 (NR0B1) inhibition, primary screen; 370,000 tested, 1.1% active; inhibition, % at 6.8 µM; HEK293T StAR-luciferase reporter, SF-1/DAX-1 repression relief; AID 652010;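 active = inhibition above the mean over all tested compounds plus 3 SD, cut at about 3.6% in these data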;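 note: 0% = DAX-1 cells with DMSO and 100% = cells lacking DAX-1 with DMSO; higher inhibition means more luminescence from relief of DAX-1 repression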
* hit, by the source's call; . = not tested or not shown.

SMILES	hgDAF12 agonist	hcDAF-12 act	NR1D1 modulator	ADAM17 inh	DAX1 inh-1	ssDAF-12 act	MBD2 DNA inh	PLCb3 inh	SMARCA2 activ	PLC-gamma1 inh	DAX1 inh-2
CC/C(=N\Nc1ccnc2cc(Cl)ccc12)c1ccc(O)cc1	-2.1	1.0	3.3	-12.3	-2.0	-0.7	6.3	-26.8	-4.0	-13.0	-0.1
COc1ccccc1N(CC(=O)NC(C)(C)C)C(=O)Cn1nnc(-c2ccc(C)o2)n1	-2.7	-1.1	-7.5	0.2	-1.2	-0.9	-1.0	-1.5	-3.0	3.2	0.2
CC1CN(c2ccc(S(=O)(=O)N3CCOCC3)cn2)CC(C)O1 (stereo not drawn)	0.0	-1.3	-4.5	-3.9	0.5	-1.0	-3.3	-4.3	-4.7	-4.7	0.8
COC(=O)[C@]12C[C@H](CC(=O)N3CCCCC3)C(=O)N(CCc3ccc(OC)c(OC)c3)C1=C[C@H](COCc1ccccc1)O[C@@H]2C	-0.1	-0.5	3.0	-2.4	.	-0.8	-4.8	2.2	-3.9	2.1	-0.3
Cc1c(C(=O)NCCN2CCOCC2)oc2ccccc12	1.5	1.0	-2.0	-4.9	3.1	-0.2	-3.5	0.5	-2.3	-1.7	-0.1
O=[N+]([O-])c1ccc(Sc2cccc3cccnc23)cc1	2.5	-0.8	11.1	0.0	-0.2	-1.6	0.2	-3.1	4.3	-4.4	0.3
CCOc1ccc2[nH]c(=O)c(CN(CCc3ccccc3)C(=O)N3CCOCC3)cc2c1	0.3	-0.5	2.3	-6.3	0.5	-0.3	-2.4	-6.4	-3.3	-3.9	-0.3
COC(=O)c1ccc(S(=O)(=O)N2CCC(NC(=O)CCc3ccccc3)CC2)cc1	1.3	-1.0	1.2	-0.1	.	-0.6	-0.8	0.6	4.4	0.8	0.7
C=CCN1C(=O)[C@@H](CC(=O)NCCCN2CCCC2=O)[C@]2(C(=O)OC)CCCCC=C12	-0.2	-1.4	5.5	-0.5	.	-1.5	-0.8	2.6	8.7*	-0.7	-0.2
COc1ccc(S(=O)(=O)N2CCN=C2SCc2cccc(F)c2)cc1	-0.1	-0.3	-2.6	0.7	0.2	-0.9	-3.2	-5.1	3.0	3.2	-0.8
O=C(/C=C/c1ccccc1Cl)N(c1ccccn1)C1CCCCC1	-0.7	-2.9	0.6	-1.1	-1.5	-1.5	0.1	-0.7	0.1	0.0	0.1
O=C(CNS(=O)(=O)c1ccc(Br)cc1)NC1CCCC1	3.8	-1.5	3.9	-2.4	0.1	-0.6	2.4	-7.2	2.0	-0.8	0.6
CCc1ccc(NC(=O)CCN2C(=O)c3cccnc3C2=O)cc1	-1.9	-0.8	-3.4	-2.3	0.9	-0.4	-3.2	-1.2	2.3	-1.8	0.8
C[C@H]1CN([C@@H](C)CO)C(=O)CCCn2nncc2CO[C@H]1CN(C)C(=O)c1ccncc1	0.2	-1.1	-2.9	-3.7	0.2	-0.9	-2.9	1.4	-5.9	-1.2	-0.2
CCS(=O)(=O)N1Cc2ccccc2CC1C(=O)N(C)CC(=O)Nc1ccc(F)c(F)c1F (stereo not drawn)	2.8	1.2	0.1	-1.1	-0.2	-1.1	-3.4	-4.9	-1.1	0.3	-0.5

Full records as entered above. Screens in order: hgDAF12 agonist | hcDAF-12 act | NR1D1 modulator | ADAM17 inh | DAX1 inh-1 | ssDAF-12 act | MBD2 DNA inh | PLCb3 inh | SMARCA2 activ | PLC-gamma1 inh | DAX1 inh-2
Record of O=C(CNS(=O)(=O)c1ccc(Br)cc1)NC1CCCC1 = 3.8 | -1.5 | 3.9 | -2.4 | 0.1 | -0.6 | 2.4 | -7.2 | 2.0 | -0.8 | 0.6
Record of C[C@H]1CN([C@@H](C)CO)C(=O)CCCn2nncc2CO[C@H]1CN(C)C(=O)c1ccncc1 = 0.2 | -1.1 | -2.9 | -3.7 | 0.2 | -0.9 | -2.9 | 1.4 | -5.9 | -1.2 | -0.2
Record of CCc1ccc(NC(=O)CCN2C(=O)c3cccnc3C2=O)cc1 = -1.9 | -0.8 | -3.4 | -2.3 | 0.9 | -0.4 | -3.2 | -1.2 | 2.3 | -1.8 | 0.8
Record of COC(=O)[C@]12C[C@H](CC(=O)N3CCCCC3)C(=O)N(CCc3ccc(OC)c(OC)c3)C1=C[C@H](COCc1ccccc1)O[C@@H]2C = -0.1 | -0.5 | 3.0 | -2.4 | . | -0.8 | -4.8 | 2.2 | -3.9 | 2.1 | -0.3
Record of Cc1c(C(=O)NCCN2CCOCC2)oc2ccccc12 = 1.5 | 1.0 | -2.0 | -4.9 | 3.1 | -0.2 | -3.5 | 0.5 | -2.3 | -1.7 | -0.1

Next entries
SMILES	hgDAF12 agonist	hcDAF-12 act	NR1D1 modulator	ADAM17 inh	DAX1 inh-1	ssDAF-12 act	MBD2 DNA inh	PLCb3 inh	SMARCA2 activ	PLC-gamma1 inh	DAX1 inh-2
O=C(NCCc1ccccc1)OCc1cn(Cc2ccc(F)cc2F)nn1	1.9	-1.0	-3.0	-3.7	.	-1.9	-0.5	-3.9	-4.3	-2.2	0.1
O=C(O)c1cc(N/C(=N\S(=O)(=O)c2ccc(F)cc2)c2ccccc2)ccc1O	-1.7	1.0	2.1	-2.5	0.4	-1.0	-0.8	-5.3	1.8	-1.4	-0.1
S=C(NCCN1CCOCC1)N1CCN(c2cccc(Cl)c2)CC1	-3.3	-1.6	-1.6	-1.7	-1.5	-1.5	-7.2	-0.7	-2.5	0.9	-0.6
COc1ccc(-n2c(SCC(=O)NC3CCCC3)nnc2-c2ccncc2)cc1	-0.5	-2.3	-2.8	-3.5	.	-0.7	0.6	-6.0	-4.6	-2.7	-0.6
O=C(COC(=O)c1ccc([N+](=O)[O-])cc1)Nc1cccnc1Cl	-1.6	2.6	0.8	2.7	0.1	-0.8	-1.3	-2.8	-1.7	2.5	0.2
CCc1[nH]nc2c1C(c1cccc(OC(=O)N3CCOCC3)c1)C(C#N)=C(N)O2 (stereo not drawn)	-1.5	0.0	0.0	-1.8	-0.8	-1.7	-5.0	-4.9	-0.5	0.0	0.1
O=[N+]([O-])c1ccc(NCc2ccccc2N2CCC(CO)CC2)nc1	0.1	-1.6	0.4	1.5	1.7	-1.0	0.4	-4.5	-2.3	1.6	0.5
Cc1ccc(N(CC(=O)NCc2ccc(F)cc2)C(=O)c2snc(C(N)=O)c2N)cc1C	-0.8	-2.3	-3.9	-34.0	-0.4	-1.3	-3.4	-49.7	2.1	-31.1	0.1
Nn1c(Cc2ccccc2)nc2cc(Cl)ccc2c1=O	-0.4	-1.9	-0.4	-2.1	3.0	-1.1	2.1	-7.2	-1.3	0.0	0.2
COc1ccc(S(=O)(=O)N(C)c2ccc(C(=O)Nc3ccccc3C(=O)N3CCOCC3)cc2)cc1	-1.7	-2.1	1.3	-2.2	0.8	-1.1	-0.6	-10.1	-1.8	-0.7	-1.8
CCOC(=O)c1oc2ccc(S(=O)(=O)n3nc(-c4ccc(Cl)cc4)cc3N)cc2c1C	4.3	3.5	0.9	-3.3	1.5	0.7	-0.9	4.1	-2.3	4.0	1.9
O=C(COC(=O)Cc1c(Cl)cccc1Cl)Nc1ccc2[nH]c(=O)[nH]c2c1	1.0	-2.1	-4.0	-2.3	0.4	-0.9	6.1	-5.3	-1.6	0.3	-0.6
CCC(Sc1nc2cc3c(cc2c(=O)n1Cc1ccco1)OCO3)C(=O)NCCOC (stereo not drawn)	2.2	-0.4	-0.6	2.8	-2.0	-1.5	-1.5	1.9	0.1	-0.4	1.2
CN(CC(=O)Nc1ccc(N2CCOCC2)cc1)C(=O)c1cc(S(=O)(=O)N(C)C)ccc1Cl	1.9	0.6	4.5	-2.7	0.2	-1.2	2.4	-6.9	-0.4	1.0	-0.2
O=C(NC(=S)NCC1CCCO1)c1cccc([N+](=O)[O-])c1 (stereo not drawn)	0.0	2.2	-7.2	1.8	1.4	-1.3	-5.7	11.9*	-0.3	9.6*	-1.0
COc1ccccc1NC(=O)CSc1nc2sc(C)c(C)c2c(=O)n1Cc1ccco1	1.7	0.8	-9.3	3.8	0.7	-0.9	-0.8	0.6	-1.0	1.4	0.1
COc1ccc(NC(=O)C2CC(=O)N(C)C(=Nc3ccc4c(c3)OCO4)S2)cc1 (stereo not drawn)	-2.7	0.2	3.0	-4.3	-0.2	-1.2	5.2	-3.5	-2.7	0.3	-0.2
COc1ccccc1N1CCN(C(=O)CCC(=O)N2CCN(c3ccccc3OC)CC2)CC1	-1.0	-1.9	-3.4	2.2	2.2	-1.4	-3.4	-4.8	2.0	1.9	-0.4
C[N+](C)(CC#Cc1ccccc1)CC(=O)c1ccccc1	0.1	-0.3	0.5	-1.7	-0.3	-1.4	-3.4	4.4	-2.2	2.0	-0.2
Cc1ccc(N(C(=O)c2ccc(Br)o2)C2C=CS(=O)(=O)C2)cc1 (stereo not drawn)	4.0	-1.3	-1.8	-0.5	1.1	-1.3	-1.0	1.3	-1.5	0.6	0.4
CC(C)NC(=O)C1(C)CCCCN1Cc1ccc(OCc2ccccc2)cc1 (stereo not drawn)	1.3	-2.5	-5.8	1.4	.	-1.8	-5.1	0.7	-2.7	-0.6	-4.0
C#CCN(C[C@@H]1[C@@H](OC(=O)NC2CC2)[C@@H](OC(=O)NC2CC2)CN(C(=O)OC(C)C)N1C(=O)OC(C)C)S(=O)(=O)c1ccc(C)cc1	2.7	-1.5	4.9	2.2	-0.1	-1.0	-6.7	1.0	1.6	-0.7	2.2
O=C(Nc1ccc(F)cc1)OCc1cn(Cc2ccccc2C(F)(F)F)nn1	2.1	-1.8	8.8	7.4	.	-1.0	-1.9	0.8	-2.0	-0.9	-0.6
COc1ccc(CN2CCN(S(=O)(=O)c3ccc(C)cc3)CC2)cc1OC	-2.9	-3.0	-2.4	0.9	1.0	-1.7	2.3	-5.1	1.7	-0.3	-0.1
Cc1ccsc1C(=O)NNC(=O)CCN1CCN(c2ccccc2)CC1	1.4	0.7	-0.6	-3.3	-0.5	-1.2	1.2	-3.6	0.5	2.4	0.6
CC1CCN(CCNC(=O)CN(C)S(=O)(=O)c2cccc3nsnc23)CC1	1.2	-0.6	-1.0	-0.6	-1.1	-1.4	-2.0	-2.9	0.3	6.5	0.1
O=C(NC1CCCCC1)NS(=O)(=O)c1ccc2c(c1)CCC2	-2.5	1.1	-1.6	-4.0	0.6	-0.7	2.9	-6.7	-2.6	-4.3	-1.3
CC1CCCN(c2nc3nonc3nc2Nc2ccccc2F)C1 (stereo not drawn)	-0.7	0.3	-1.0	-1.9	2.8	-0.5	-4.1	-5.7	-2.9	-1.6	-1.3
Cc1c(Cl)cccc1NC(=O)c1cccnc1	1.0	0.2	5.8	0.0	-0.2	-0.9	0.7	-2.6	1.0	3.8	-0.5
Cc1ccc(/C=N/NC(=O)CSc2nnc(-c3ccc(Cl)cc3)n2-c2ccccc2)o1	-1.9	-1.8	-4.3	1.5	-1.3	-1.7	-0.7	-2.1	3.9	-4.8	-1.1
Clc1cccc(Cl)c1/C=C/c1ccn[nH]1	6.2	-1.8	4.7	-1.8	-1.2	-0.5	-3.3	-8.4	1.8	0.3	-0.5
COc1cc(C2c3[nH]c4ccccc4c3C[C@@H]3C(=O)N(Cc4ccco4)CC(=O)N23)cc(OC)c1OC (stereo partly drawn)	-0.6	-0.8	2.6	-0.2	-0.6	-1.3	-1.2	-7.9	-2.4	-2.3	-0.7
